# Screens from PubChem BioAssay.
# IMPase inh: qHTS Assay for Identifying the Cell-Membrane Permeable IMPase Inhibitors | Inositol monophosphatase 1 (Rattus norvegicus), P97697 | CHO-M1 cells, IP1 accumulation, HTRF TR-FRET ratio | inhibition (IP1 accumulation), % at 46.1 µM | 120,000 tested, under 10 active; active = well fitted curve in the direction sought with a large enough effect in the signal ratio, not every such curve was filed as active; inconclusive = small, poorly fitted or top-dose-only effect, or a change in a side signal; inactive = no such curve, though single readings can be large or run the other way; the % refers to the signal ratio;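 also: cells stimulated with carbachol in lithium chloride buffer; plate controls were DMSO basal wells for no effect and reference inhibitor wells for full effect; higher means more IMPase inhibition seen as more IP1 and lower FRET ratio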
# Target sequence (P97697 whole entry, looked up): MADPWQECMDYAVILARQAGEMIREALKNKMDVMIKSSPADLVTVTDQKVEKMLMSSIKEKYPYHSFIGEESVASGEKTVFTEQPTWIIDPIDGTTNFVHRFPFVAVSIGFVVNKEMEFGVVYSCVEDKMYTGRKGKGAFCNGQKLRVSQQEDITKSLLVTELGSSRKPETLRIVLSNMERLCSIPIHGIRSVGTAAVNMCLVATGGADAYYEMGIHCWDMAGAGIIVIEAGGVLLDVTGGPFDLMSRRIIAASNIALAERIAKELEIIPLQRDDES
#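 Elevated IP1 in lysates lowers TR-FRET signal (665/620 ratio and 620 channel reported). Cells were CHO-M1, given carbachol (50 uM as added) plus 50mM LiCl, pH 7.4, 30 min, 37C; compounds titrated up to 46 uM; AC50 by Hill equation.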
# ALOX15B inhib: qHTS Assay for Inhibitors of 15-hLO-2 (15-human lipoxygenase 2). purified 15hLO-2, xylenol orange hydroperoxide absorbance. Polyunsaturated fatty acid lipoxygenase ALOX15B (Homo sapiens), O15296. 0.56% of 110,000 active. Potency, µM (titrated, usually from 57.1 µM), inactives show top-dose activity change, negative = inhibition, usual class: inhibitors; also: potency is read from the fitted curve at half-maximal effect; nearly all actives have a fitted effect of over 60% in size; many of its hits are not listed in these tables
#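 Purified human 15hLO-2 (50 nM) preincubated 15 min with compound, then 45 uM arachidonic acid for 90 min at RT in 25 mM Hepes pH 7.5, 0.01% Triton X-100. Hydroperoxide detected by Fe-xylenol orange; 573/405 nm absorbance ratio.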
# PNC assembly inh: High Content Assay for Compounds that inhibit the Assembly of the Perinucleolar Compartment. PC3M PTB-GFP, PNC prevalence imaging, 16 h; stronger effect = lower value. 3.1% of 140,000 active. AID 2417, 2010. activity change (PNC), negative = inhibition, % at 10 µM;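 active = readout at or below -70, meaning at least 70% loss of cells showing the perinucleolar compartment, a nuclear body marking cancer cells; inconclusive = readout between -30 and a set limit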;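 also: plate controls were DMSO wells for no effect and camptothecin positive control wells for full effect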
#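 Read-out is percentage of cells bearing a perinucleolar compartment, from automated 20x imaging of fixed, Hoechst-stained PC3M PTB-GFP cells. Cells were seeded 4 h, then exposed 16 h to compound (23 nl of library stock) in duplicate plates.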
# ALOX12 inhib: qHTS Assay for Inhibitors of 12-hLO (12-human lipoxygenase); purified 12-hLO, xylenol orange hydroperoxide absorbance; Potency, µM (highest dose often 57.1 µM), for inactives: top-dose activity change, negative = inhibition, hits mostly inhibitors; 0.12% of 150,000 active; also: potency is read from the fitted curve at half-maximal effect; nearly all actives have a fitted effect of over 55% in size; many of its hits are not listed in these tables
# Target sequence (P18054 whole entry, looked up): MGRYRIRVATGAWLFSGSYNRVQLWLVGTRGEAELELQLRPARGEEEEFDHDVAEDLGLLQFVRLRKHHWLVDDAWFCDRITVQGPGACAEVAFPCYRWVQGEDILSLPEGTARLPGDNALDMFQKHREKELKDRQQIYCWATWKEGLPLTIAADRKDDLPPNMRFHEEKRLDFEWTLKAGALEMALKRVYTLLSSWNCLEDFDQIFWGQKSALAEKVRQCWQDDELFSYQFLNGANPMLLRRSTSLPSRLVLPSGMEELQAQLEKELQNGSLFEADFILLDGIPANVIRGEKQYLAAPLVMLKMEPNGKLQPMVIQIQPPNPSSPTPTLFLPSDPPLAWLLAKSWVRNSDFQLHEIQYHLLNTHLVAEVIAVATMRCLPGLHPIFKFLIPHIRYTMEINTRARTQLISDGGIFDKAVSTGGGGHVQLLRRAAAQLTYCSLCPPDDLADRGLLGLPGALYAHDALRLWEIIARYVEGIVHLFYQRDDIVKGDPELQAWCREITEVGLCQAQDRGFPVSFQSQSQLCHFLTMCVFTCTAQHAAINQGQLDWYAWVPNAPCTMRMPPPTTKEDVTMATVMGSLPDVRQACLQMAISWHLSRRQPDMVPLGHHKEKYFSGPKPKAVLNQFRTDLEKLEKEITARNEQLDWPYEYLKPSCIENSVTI
#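 Lipoxygenase turnover measured by absorbance at 573 and 405 nm after Fe-XO development. Human 12hLO 150 nM, arachidonate 40 uM, pH 7.0 Hepes buffer with detergent; 15 min compound preincubation, 30 min reaction.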
# Numbers without * were called inactive; ? = inconclusive; . = no result given; & = joins results of further samples; [ ] = remark or other dose. Unless noted, calls follow the shape of the dose curve; as a rule, active = well fitted curve in the direction sought with a large enough effect; inconclusive = small, poorly fitted or top-dose-only effect, or another doubt; inactive = no such curve, though single readings can be large; an effect the other way counts as inactive or inconclusive. Unless noted, % is scaled to controls: 0 for no effect and ±100 for the full control effect. These rows are one share of the data; count on the stated rates, not on these rows.
# Under each structure: IMPase inh, ALOX15B inhib, ALOX12 inhib, PNC assembly inh
- CCn1c2ccccc2c2nc3cc(OC)c(OC)cc3nc21
  3, -9%, ?, ?
- COC(=O)c1nn2c(C(F)(F)F)cc(-c3ccc(Br)o3)nc2c1Br
  -10, -27%, -12%, -18
- CCc1ccc(N2CCCn3c2nc2c3c(=O)n(CCN3CCOCC3)c(=O)n2C)cc1
  -9, 4%, 0%, -2
- COc1ccccc1-c1cc(C(=O)Nc2cc(C)on2)no1
  2, 5%, -5%, ?
- O=C(O)/C=C/C(=O)Nc1ccc(SC(F)(F)F)cc1
  ., ., -9%, -9
- Cc1nn(C)c(C(=O)NC2C3CC4CC(C3)CC2C4)c1Cl (stereo unspecified)
  ., ., -1%, 8
- CN(C)CCN(Cc1cccs1)c1ccccn1
  5[20.6 µM], 13%, 2%, -15
- COC(=O)c1cc(Br)c(=O)n(Cc2ccco2)c1
  1, 2%, -1%, -29
- C=CCSc1nc(N)c(C(=O)Nc2ccccc2OC)cc1C(=O)Nc1ccccc1
  -2, 5%, -8%, 25
- C[C@H](CC(=O)O)C(C(=O)O)C(=O)O
  ., -2%[11.4 µM], 0%[11.4 µM], .
- COc1ccccc1-n1c2c(cc(C(=O)N3CCC(C)CC3)c1=O)C(=O)CC(C)(C)C2
  5, 3%, 7%, 17
- Cc1ccc(S(=O)(=O)c2nnn3c2nc(Nc2cccc(C)c2)c2ccccc23)cc1
  ., ., 1%, 46
- CCC(C)(C)NC(=O)C(c1ccccc1F)N(Cc1ccco1)C(=O)Cn1nnc2ccccc21 (stereo unspecified)
  ?, -7%, -3%, 3
- Nc1ccc(S(=O)(=O)Nc2cnc3ccccc3n2)cc1
  1[20.6 µM], -9%[11.4 µM], 1%[11.4 µM], .
- CNC(=S)NCCN1CCOCC1
  ., ., 0%, -4
- Cc1cc(C)n(-c2nc(NCc3cccnc3)c3c4c(sc3n2)COC(C)(C)C4)n1
  6, 35%[activator], 7%, 13
- COc1ccc(NC(=O)CSc2nc(NS(=O)(=O)c3ccccc3)cc(=O)[nH]2)cc1
  2, -8%, -1%, ?
- CCC1CCc2c(sc(NC(=O)c3ccoc3C)c2C(N)=O)C1 (stereo unspecified)
  -1, -15%, -12%, 17
- Nc1c(N2CCN(c3ccccc3)CC2)c2ccccc2oc1=O
  8, 4%, -12%, ?
- Cc1ccc(S(=O)(=O)/N=C/c2ccco2)cc1
  1, 2%, -2%, ?
- Cc1ccc(OCC(=O)Nc2cccc(C)n2)c(C)c1
  3, -4%, -2%, -25
- Cc1cc(OCC(=O)NCCCN(C)C)cc(C)c1Br
  3, 34%[activator], 7%, 42
- O=C(Nc1ccc([N+](=O)[O-])cn1)c1ccc(Br)o1
  ., ., -1%, ?
- C[C@H](NCCc1ccc(O)cc1)[C@@H](O)c1ccc(O)cc1
  1[20.6 µM], 3%[25.6 µM], 2%[25.6 µM], .
- C=CCn1c(N)c(-c2nc3ccccc3n2C)sc1=S
  2, -2%, -4%, 1
- CC(=O)c1cccc(NC(=O)c2cc(C)no2)c1
  -12, ., 1%, -3
- O=C(COc1ccc(Cl)cc1Cl)NCc1ccco1
  0, -5%, -14%, 37
- O=C(c1cnn2c(C(F)F)cc(C3CC3)nc12)N1CCc2ccccc2C1
  2, 1%, -12%, 5
- O=C(c1ccccc1)c1cnc(Nc2ccc(Cl)c(Cl)c2)s1
  -7, -19%, 0%, -12
- c1ccc(C2(c3ccccc3)OCC(Cn3cncn3)O2)cc1 (stereo unspecified)
  -7, 2%, 5%, 0

# Filtered by structure, those above with a CF3 group.
# Under each structure: IMPase inh, ALOX15B inhib, ALOX12 inhib, PNC assembly inh
- COC(=O)c1nn2c(C(F)(F)F)cc(-c3ccc(Br)o3)nc2c1Br
  -10, -27%, -12%, -18
- O=C(O)/C=C/C(=O)Nc1ccc(SC(F)(F)F)cc1
  ., ., -9%, -9

# Following part
# Under each structure: IMPase inh, ALOX15B inhib, ALOX12 inhib, PNC assembly inh
- Cc1cc(C)c(NC(=O)CN2CCN3CCCC3C2)c(C)c1 (stereo unspecified)
  -7[1.84 µM], -15%[11.4 µM], 6%, 15
- CC(C)NC(=O)CCCOc1ccc(Cl)cc1Cl
  4, -3%, 9%, 7
- CCCCn1c(SCc2nc(N)nc(Nc3ccccc3C)n2)nc2ccccc2c1=O
  5, 27%, -4%, -17
- Cc1ccc2sc(NC(=O)CN3C(=O)c4ccccc4C3=O)nc2c1C
  ., ., 3%, -119*
- Cc1ccc(C2=N/C(=C\c3cccs3)C(=O)N2Nc2ccccc2)cc1
  1, -19%, ?, 0
- CCC(=O)N1CCc2cc(S(=O)(=O)CCC(=O)NCc3ccc4c(c3)OCO4)ccc21
  -11, -3%, -6%, -9
- COC(=O)c1cc(Br)ccc1NC(=O)Nc1ccccc1
  ., ., 6%, 108
- N#C/C(=C\c1cc(Cl)ccc1O)C(=O)NC1CCCCC1
  -1, -9%, -4%, 6
- CC(C)N1CC(C(=O)Nc2ccccc2)CC1=O (stereo unspecified)
  11, ., 4%, -3
- O=C(COc1cccc(Oc2ccccc2)c1)Nc1ccc(SC(F)F)cc1
  -1, 8%, 3%, 32
- Cc1c(C(=O)NCc2cccnc2)oc2c1C(=O)CC(C)(C)C2
  -2, -1%, -2%, -13
- O=C(Nc1ccccc1)N1CCN(c2nc3ccccc3s2)CC1
  5, 2%[2.29 µM], 8%, 19
- Cc1ccc(Cl)cc1N(CC(=O)NC1CCCCC1)S(C)(=O)=O
  5, 8%, -1%, ?
- COc1cc(/C=N/NC(=O)/C(=C\c2ccc3c(c2)OCO3)NC(=O)c2ccccc2)ccc1O
  -3, ., -3%, 15
- COc1ccc2c(c1)SC1=NCCS(=O)(=O)N12
  1, 1%, 4%, 36
- COc1ccc(C(=O)N2CCN(C3CCN(Cc4ccccc4)CC3)CC2)cc1OC
  1, -10%, -2%, 5
- CO/N=C(\C(=O)N[C@@H]1C(=O)N2C(C(=O)O)=C(CSc3nc(=O)c(O)nn3C)CS[C@@H]12)c1csc(N)n1
  -2, 24%, -4%, .
- O=C1CCC(c2ccccc2)=NN1c1nc2ccccc2s1
  ., -8%[11.4 µM], -1%[11.4 µM], .
- O=c1cc[nH]c2ccc(Cl)cc12
  ., ., 2%, 26
- CCOC(=O)c1cnn(CCOC(=O)c2ccccc2F)c1NC(=O)c1ccccc1F
  ., ., 2%, -20
- CCCCOc1ccc(C(=O)NCC2(c3ccc(OC)cc3)CCOCC2)cc1
  ., ., -2%, 57
- O=C(CCc1ccccc1)Nc1ccc(N2CCOCC2)c(Cl)c1
  16, ., -3%, -4
- Cc1onc(COc2ccccc2O)c1Br
  2, -1%, 2%, -6
- Cc1cc2oc(=O)cc(CSc3nc(N)cc(N)n3)c2cc1C
  1, 13%, -5%, 16
- O=C(NCC1CCCC(CNC(=O)N2CCc3ccccc32)C1)N1CCc2ccccc21 (stereo unspecified)
  1, -7%, -1%, ?
- Cc1ccc(NC(=O)N2N=C(c3ccc(F)cc3)CC2c2ccc(F)cc2)cc1 (stereo unspecified)
  ., ., 1%, ?
- C=CCOc1ccc(/C=N/NC(=O)C(C)Sc2ccccn2)cc1OCC (stereo unspecified)
  ., ., -1%, 17
- COC(=O)/C(C#N)=C/c1ccc(OC(=O)c2ccccn2)cc1
  ., ., 1%, 29
- Cc1ccc(C(=O)CSc2cc(C)nc(SCC(=O)c3ccccc3)n2)cc1
  8, -6%, -2%, ?
- CCN(CC)S(=O)(=O)c1ccc(C)c(NC(=O)COC(=O)CNC(=O)c2ccc(C(C)(C)C)cc2)c1
  ., ., -1%, ?
- CCCOc1ccc(C(C)=O)cc1CC(C(N)=O)C(N)=O
  -7, -2%, 4%, 21
- C#CCSc1nnc(-c2c[nH]c3ccccc23)n1C
  5, -5%, 0%, -18
- Cc1ccc(C)c(/C(O)=C2/C(=O)C(=O)N(CCN3CCOCC3)C2c2ccco2)c1 (stereo unspecified)
  -6, 1%, -12%, -29
- O=C(N/N=C/c1ccc2c(c1)OCO2)c1ccc2c(c1)OCCO2
  ., ., 0%, -8
- CN(C)C(=O)c1ccc(NC(=O)c2cccnc2)cc1
  5, -7%, -4%, 1
- CCOC(=O)N1CCN(c2c(NCCCN3CCCCCC3)c(=O)c2=O)CC1
  6, 11%, -2%, -16
- Cc1c(N2C(=O)c3ccccc3C2=O)c(=O)n(-c2ccccc2)n1C
  -1, -9%, 12%, -20
- COc1ccc(-c2nc3ccccn3c2NCc2ccc3c(c2)OCO3)cc1
  -9, ., 3%, 16
- CCOc1ccc2nc(N3CCCCCC3)sc2c1
  -8, ., 0%, 72
- NC1(C(=O)O)C[C@@H](C(=O)O)[C@H](C(=O)O)C1
  ?, 15%&15%, -1%&0%, .
- N#CCCN1CCN(S(=O)(=O)c2ccc(S(=O)(=O)NC3CCCC3)cc2)CC1
  7, ., -4%, -23
- COc1cc(C(=O)OCC(=O)Nc2cc(C)on2)cc(OC)c1OC
  2, -4%, 2%, -4
- CCN1C(=O)C2C(c3ccc(O)c(OC)c3)NC(C)(C(=O)OC)C2C1=O (stereo unspecified)
  3, -5%, -2%, -2
- CC(C)N(CCNC(=O)c1cn(C)c2ccc(S(=O)(=O)N(C)C)cc2c1=O)Cc1ccccc1
  16, 1%, -1%, 41
- CCOc1ccc(-c2nnc(-c3ccco3)o2)cc1OCC
  3, 3%, -4%, 18
- CC(=O)c1cccc(N(C(=O)CS(=O)CC(=O)Nc2ccc(F)cc2)C(C(=O)NC2CCCCC2)c2ccc(C)o2)c1 (stereo unspecified)
  -4, ., -1%, 0
- CCOc1cc(C(=O)Nc2cc(C)ccn2)cc(OCC)c1OCC
  -1, 44%[activator], -1%, -4
- O=c1n(Cc2ccccc2)c2cc(Cl)cnc2n1Cc1ccccc1
  8, 2%, -8%, 31
- CN(C(=O)COC(=O)c1sc2ccccc2c1Cl)C1CCCCC1
  ., ., 0%, 10
- C/C(CC1(O)C(=O)N(Cc2ccccc2)c2ccccc21)=N\O (stereo unspecified)
  26, 0%, -18%, ?

# (list continues)
# Under each structure: IMPase inh, ALOX15B inhib, ALOX12 inhib, PNC assembly inh
- O=C(CN1CCN(c2ncccn2)CC1)Nc1ccccc1-n1cccc1
  10, -3%, 1%, 84
- CC(=O)Nc1ccc(NC(=S)Nc2ccccc2)cc1
  -6, -5%, 4%, -22
- COc1ccc(C(C)NC(=O)Cc2ccc(Br)cc2)cc1 (stereo unspecified)
  2, ., -6%, 19
- CC(C)c1ccc(NC(=O)CCNS(=O)(=O)c2cccc3nonc23)cc1
  5, ., 1%, -100*
- O=C1/C(=C\c2cccnc2)Sc2ccccc21
  -5, ., -4%, -14
- Cc1nnc(SCC(=O)NCc2ccc3c(c2)OCO3)s1
  -3, 1%, 0%, ?
- O=C(CSc1n[nH]c(-c2ccccc2Br)n1)NC(=O)NCc1ccco1
  9, -1%, 3%, 7
- CC(CN(C)Cc1ccccc1)OC(=O)C1COc2ccccc2O1 (stereo unspecified)
  0, 7%, 0%, 20
- Cc1c(Cc2ccccc2)c(=O)oc2c(C)c(OCc3nn[nH]n3)ccc12
  -13, -7%, 0%, 5
- COc1ccc(CCC(=O)Nc2nc3ccccc3[nH]2)cc1
  2, 13%, -3%, 0
- COc1cc(C(=O)Nc2cnc(NC(=O)C(C)C)cc2C)cc(OC)c1OC
  -3, 6%, -1%, -26
- CCCCOc1ccc(C2C(=O)N(C3CCCCC3)CC(=O)N2CC2CCCO2)cc1 (stereo unspecified)
  -2, 9%, 10%, 87
- CCOC(=O)CCC(=O)NCc1ccc2[nH]c(C)cc2c1
  0, ., 1%, -1
- CSc1nc(-c2ccccc2)nn1C(=O)c1ccc(C)cc1
  2, -1%, 1%, ?
- O=S(=O)(Nc1nnc(-c2ccccc2)s1)c1ccc(Cl)cc1
  -20, -17%, ?, ?
